Growth percent in the NCI-60 one-dose screen (48 h, 10 µM unless noted): 100 = growth as untreated, 0 = no growth, -100 = all killed.
SNB-75: SNB-75 CNS cancer; 5% of 79,000 active
SF-539: SF-539 CNS cancer; 6.8% of 81,000 active
U251: U251 CNS tumor cells; 5.4% of 80,000 active; AID 1794753
SF-268: SF-268 CNS cancer cells | 3.1% of 82,000 active | AID 1794759
HCT-116: HCT-116 colon cancer. AID 1794798. 7.3% of 82,000 active
SF-295: SF-295 CNS cancer cells. 5.6% of 79,000 active
HCC-2998: HCC-2998 colon cancer; 4.7% of 79,000 active
SNB-19: SNB-19 CNS cancer cells; 2.5% of 81,000 active
KM12: KM12 colon cancer cells. 5% of 82,000 active
The depositor's hits bear a star; · = no result given; & = joins results of further samples. The calls were made as follows: active = growth percent below 10; inactive = the rest.

SMILES	SNB-75	SF-539	U251	SF-268	HCT-116	SF-295	HCC-2998	SNB-19	KM12
C=C(C)[C@@H]1CC[C@]2(C)[C@H](CC(=O)N[C@H]3[C@@H]4C[C@](C)(C(=O)OC)CC[C@]4(C)CC[C@]32C)[C@@]1(C)CCC#N	96.5	95.9	79.9	81.2	72.2	81.2	100.0	89.0	79.6
N#CC(C#N)=CNCC1CC1	92.7	100.8	·	104.5	111.3	105.5	98.0	107.1	103.2
N#Cc1c(-c2ccc(Cl)cc2)nc2c(-c3ccccc3)c(Nc3ccccc3)nn2c1N	4.2*	80.6	19.8	82.4	20.7	46.0	90.7	72.8	60.0
Cc1cc(C)nc(NS(=O)(=O)c2ccc(Nc3nc(-c4ccc(O)cc4O)c4c(=O)[nH]c(Nc5cccc(Cl)c5)nc4n3)cc2)n1	93.4	203.3	101.7	112.7	115.1	126.3	102.3	81.0	103.6
CCOc1c(C(C)=O)sc(=Nc2ccccc2)n1-c1cccc(-n2c(OCC)c(C(C)=O)sc2=Nc2ccccc2)c1	77.5	86.1	97.8	77.4	61.5	96.0	110.9	88.5	101.4
CCOC(=O)c1c2ncccc2n2c(=O)n(-c3ccccc3Cl)nnc12	74.4	86.0	105.5	91.6	103.5	87.4	110.2	·	86.0
Cc1ncc(C(=O)Nc2ccc(CN3CCN(C)CC3)c(C(F)(F)F)c2)cc1C#Cc1c(N)ncc2ccccc12	-90.6*	-98.5*	-99.6*	-54.4*	-88.2*	-90.5*	-89.6*	-100.0*	-68.1*
C=C(C)[C@@H]1CC[C@]2(C)[C@H](C(=O)C=C3[C@@H]4C[C@](C)(C(=O)OC)CC[C@]4(C)CC[C@]32C)[C@@]1(C)CC/C(N)=N/O	99.1	108.8	100.2	110.8	68.2	95.3	101.7	108.8	96.8
C=CCn1c(-c2nonc2NC(C)=O)nc2ccccc21	84.8	102.3	94.1	96.5	92.3	98.9	102.3	91.6	98.3
O=C(O)CCC(NC(=O)OCc1ccccc1)C(=O)NC(Cc1ccccc1)C(=O)O (centres undefined)	101.9	102.6	96.9	92.9	106.8	102.4	87.2	96.3	94.0
CCN1c2ccccc2C(Cl)(c2ccc(N(C)C)cc2)c2ccccc21	68.5	93.7	19.5	54.2	17.5	88.4	78.0	53.8	21.9
CN(C)CCC(=O)c1cccs1	81.8	103.7	107.8	98.6	105.0	105.5	101.9	96.7	103.1
Cc1ccc(C(CCl)(c2ccccc2)c2ccccc2)cc1	93.9	94.0	100.3	101.4	89.7	100.8	102.0	101.6	101.5
Cc1cc(/C=C2\C=Cc3ccccc32)ccc1N(C)C	86.7	89.9	98.4	100.3	91.8	100.3	93.2	103.6	111.3
S=c1nc(-c2ccccc2)cc(-c2cc3ccccc3nc2Cl)[nH]1	23.4	72.3	83.2	70.5	31.5	55.8	104.0	81.2	64.2
Cn1ncc2c(NC(C)(C)CC(C)(C)C)nc(NC(C)(C)CC(C)(C)C)nc21	99.2	92.7	87.5	100.4	95.2	99.6	103.3	102.2	99.9
Clc1ccc2c(NCCN3CCN(c4ccnc(N5CCCC5)n4)CC3)ccnc2c1	90.7	-63.1*	6.8*	33.0	4.4*	52.9	0.6*	53.7	54.3
Oc1c(C(Nc2ccccc2Br)c2ccccc2)ccc2cccnc12 (centres undefined)	60.4	19.9	12.9	18.5	20.0	13.6	30.1	31.7	32.3
COc1cc(/C=N/n2c(CN3CCCC3)nc3ccccc3c2=O)cc(OC)c1OC	80.6	98.9	·	98.3	100.5	98.2	108.3	97.0	100.1
O=c1oc2ccccc2cc1-c1csc(N2N=C(c3ccc(Cl)cc3)CC2c2ccccc2)n1 (centres undefined)	109.4	95.6	112.9	94.6	100.5	104.0	130.6	108.8	110.4
COc1cc(-c2nn(-c3cccc(NC(=O)CCN4CCN(C)CC4)c3)cc2-c2ccncc2)ccc1Cl	-5.4*	-19.6*	21.5	31.5	17.0	-6.0*	54.7	44.0	22.2
Cc1ccc(-c2ccnc3c2c(-c2ccccc2)nn3-c2ccccc2)cc1	91.1	106.3	102.9	103.9	105.3	99.2	108.2	101.5	106.2
CC(=O)O[C@@H]1C[C@]2(C)[C@@H](C3(C)OCCO3)CC[C@H]2[C@@H]2C[C@H]3O[C@]34CC3(CC[C@]4(C)[C@H]21)OCCO3	83.0	100.6	103.4	100.1	105.5	·	93.1	104.5	106.4
COc1ccc(-c2cnc3sc4c(-c5ccc(C)cc5)n[nH]c(=O)c4n23)cc1	102.4	98.1	101.0	97.5	90.8	106.3	99.6	108.1	103.2
Clc1ccc2nc(-c3ccc(-c4nnc(SCc5ccccc5)o4)cc3)[nH]c2c1	95.6	95.1	83.4	101.6	77.5	104.2	99.1	88.6	83.2
Cc1ccc(CNc2ccc3nc(NC(=O)CN4CCCCC4)sc3c2)cc1	106.3	102.3	95.9	109.6	77.6	86.2	105.8	102.6	95.0
CCCC1OC(c2ccc(OC)cc2)OCC1CC (centres undefined)	104.0	107.4	107.2	103.1	101.4	98.2	105.9	106.7	106.3
CCOC(=O)c1cc2c(n1Cc1ccccc1)-c1oncc1CCC2	75.6	83.3	85.8	88.7	64.7	98.2	87.5	88.1	56.1
O=C1/C(=C\c2cccn2CCCCCCn2c3ccccc3c(=O)c3ccccc32)c2ccccc2N1c1c(Cl)cccc1Cl	95.2	104.3	97.6	94.7	102.6	99.2	78.8	99.2	69.8
CC(C)CC(=O)Oc1ccccc1NCCCc1ccccc1	96.4	92.2	105.5	97.2	104.2	89.3	91.3	·	107.0
COc1ccc(N/N=C(\C#N)C(=O)Nc2cc(-c3ccccc3)nn2-c2ccccc2)cc1	84.7	85.5	74.9	89.1	78.2	60.1	90.3	79.3	61.2
Oc1ccc(CN2CCOCC2)c(O)c1O	92.5	96.6	97.0	104.4	101.4	111.5	·	105.5	119.4
O=C1CCC(=O)N1O	112.5	95.6	109.6	·	112.3	105.9	98.3	106.5	102.0
Cc1cc(NC(=O)C2=C(O)c3ccccc3S(=O)(=O)N2C)no1	107.7	111.2	101.1	113.5	109.4	105.5	102.2	103.7	106.3
COc1ccc2cc(-c3cn4ccccc4n3)ccc2c1	98.7	98.7	89.7	101.3	91.1	100.1	97.2	91.7	85.4
C(=NCC1CCC(CN=Cc2ccco2)CC1)c1ccco1 (centres undefined)	110.9	103.0	111.9	106.0	109.3	103.5	103.1	107.9	99.3
CCCSc1nc(-c2ccc(OCc3ccccc3)cc2)c(C#N)c(=O)[nH]1	86.7	92.4	69.5	113.4	73.5	64.6	88.8	60.9	74.9
CCOc1ccc(/C=C2/NC(=O)NC2=O)cc1Cl	78.3	89.2	96.9	82.4	95.3	90.3	101.8	105.5	100.7
CN(C)CC(Oc1ccccc1)c1ccccc1 (centres undefined)	96.7	110.4	110.0	100.3	96.7	102.9	93.8	105.7	104.6
COC(=O)CCS(=O)(=O)Cc1ccccc1	102.8	99.4	95.0	98.3	122.2	100.4	102.9	105.5	105.6
COc1ccc(C(=O)/C=C/c2cc3ccccc3[nH]c2=O)cc1	2.0*	·	31.7	28.9	8.0*	48.9	·	70.5	-32.0*
O=C1OC(c2ccccc2)=C/C1=C/c1ccc([N+](=O)[O-])cc1	63.1	98.0	·	111.7	99.0	95.9	109.5	109.6	113.6
COc1cccc(/C(C)=C2\SC(=S)NC2=O)c1	83.4	112.1	102.0	107.3	101.2	115.0	99.7	103.7	106.5
COc1cc(-c2[nH]nc3c2C(c2cn[nH]c2-c2ccc(F)cc2)C(C#N)=C(N)O3)cc(OC)c1OC (centres undefined)	82.9	93.5	103.6	113.9	99.1	94.2	100.7	91.1	107.7
COc1ccc(N2C(=O)c3ccccc3[C@@H](C(=O)O)[C@H]2c2ccccc2)cc1	85.5	99.3	99.4	90.1	94.7	96.6	105.0	99.9	96.4

Four of these compounds in another layout.
mol: CCOc1ccc(/C=C2/NC(=O)NC2=O)cc1Cl
  SNB-75 = 78.3	SF-539 = 89.2	U251 = 96.9	SF-268 = 82.4	HCT-116 = 95.3	SF-295 = 90.3	HCC-2998 = 101.8	SNB-19 = 105.5	KM12 = 100.7

mol: COC(=O)CCS(=O)(=O)Cc1ccccc1
  SNB-75 = 102.8	SF-539 = 99.4	U251 = 95.0	SF-268 = 98.3	HCT-116 = 122.2	SF-295 = 100.4	HCC-2998 = 102.9	SNB-19 = 105.5	KM12 = 105.6

mol: COc1ccc(N2C(=O)c3ccccc3[C@@H](C(=O)O)[C@H]2c2ccccc2)cc1
  SNB-75 = 85.5	SF-539 = 99.3	U251 = 99.4	SF-268 = 90.1	HCT-116 = 94.7	SF-295 = 96.6	HCC-2998 = 105.0	SNB-19 = 99.9	KM12 = 96.4

mol: CN(C)CC(Oc1ccccc1)c1ccccc1 (centres undefined)
  SNB-75 = 96.7	SF-539 = 110.4	U251 = 110.0	SF-268 = 100.3	HCT-116 = 96.7	SF-295 = 102.9	HCC-2998 = 93.8	SNB-19 = 105.7	KM12 = 104.6

The list continues:
SMILES	SNB-75	SF-539	U251	SF-268	HCT-116	SF-295	HCC-2998	SNB-19	KM12
CCCC(C)C(C(=O)OCC)C(=O)OCC (centres undefined)	·	101.4	107.4	100.9	100.2	106.5	94.0	104.6	116.9
CN(C)CCN(Cc1ccc(Cl)cc1)c1ccccn1	91.5	99.9	90.5	98.9	94.3	83.3	96.2	98.7	106.0
COc1cccc(CNc2ccccc2)c1O	90.8	101.9	106.4	107.8	94.9	104.5	100.9	·	98.8
CCOC(=O)c1c(N2CCOCC2)[nH]c(=O)c(C=Nc2ccccc2OC)c1O	82.8	97.3	109.3	111.8	110.5	95.8	98.8	102.9	117.3
O=S(=O)(NCCCl)c1cc(Cl)c(Cl)cc1Cl	81.7	99.1	90.3	89.1	87.9	99.3	112.7	89.6	106.7
O=C(O)/C(=C\c1ccc([N+](=O)[O-])cc1)CCc1ccccc1	100.2	97.6	102.5	99.7	114.6	108.0	109.9	108.8	100.7
COc1cc(C2CC(c3ccc(Nc4nc(NCCO)nc(N5CCOCC5)n4)cc3)=NN2c2cc(Cl)cc(Cl)c2)cc(OC)c1OC (centres undefined)	28.2	41.4	47.7	49.4	33.1	50.1	63.4	72.6	37.6
CCOC(=O)C1=C(C)NC(SCc2nnc(-c3ccc(Cl)cc3)o2)=NC1c1ccc(Br)cc1 (centres undefined)	67.7	88.7	65.7	86.6	48.6	73.6	91.2	72.0	76.0
CN1CCN(Cc2ccc(NC(=O)c3cncc(C#Cc4ncc5cnccn45)c3)cc2C(F)(F)F)CC1	38.1	37.8	64.2	56.4	16.6	·	43.1	94.5	13.2
COc1ccc2c(C)c(-c3ccc(Cl)cc3)c(=O)oc2c1	84.0	97.3	81.0	88.3	72.8	98.7	81.4	84.3	82.5
N#Cc1c(-c2ccc(Cl)cc2)c(C#N)c(=O)n(-c2nc3ccccc3s2)c1N	68.8	93.6	81.1	90.1	87.4	100.7	97.1	87.9	85.4
COc1cccc(NC(N)=O)c1	80.8	105.6	104.0	94.7	95.1	98.6	78.5	99.7	100.7
NC(=NCc1ccccc1)N/N=C\c1ccnc2ccccc12	84.2	96.3	79.6	79.4	85.0	78.2	79.3	93.5	89.6
COc1cc(C(=O)N2N=C(C)CC2=O)c(N2C(=O)/C(=C/c3ccccc3)N=C2c2ccccc2)cc1OC	78.3	96.7	102.8	98.4	99.3	97.8	123.1	91.5	98.4
O=C(/C=C/c1ccccc1Cl)c1ccccc1	85.4	95.4	75.4	94.5	78.4	102.0	103.6	94.4	89.0

Quoted at random: 2 records from the list.
SMILES	SNB-75	SF-539	U251	SF-268	HCT-116	SF-295	HCC-2998	SNB-19	KM12
O=C(/C=C/c1ccccc1Cl)c1ccccc1	85.4	95.4	75.4	94.5	78.4	102.0	103.6	94.4	89.0
COc1cccc(NC(N)=O)c1	80.8	105.6	104.0	94.7	95.1	98.6	78.5	99.7	100.7

More entries follow.
SMILES	SNB-75	SF-539	U251	SF-268	HCT-116	SF-295	HCC-2998	SNB-19	KM12
N#CCCN(C(=O)Nc1ccc(Cl)c(Cl)c1)C1CCCCC1	90.2&99.3	100.8&104.5	97.1&93.4	97.6&98.1	82.6&91.9	79.7&97.7	89.6	92.4&77.6	93.7&93.9
CCCCCCCCCCCCCCCCOC(=O)c1c(C)[nH]c(/C=C2\N=C(c3ccc[nH]3)C=C2OC)c1C	51.4	63.6	41.7	69.6	-0.3*	68.7	24.3	84.6	22.7
CC(C)NC(=O)OCc1c(COC(=O)NC(C)C)c2n(c1-c1ccc(Cl)c(Cl)c1)CCS2=O (centres undefined)	98.9	101.8	94.7	·	90.9	98.8	112.6	·	106.1
COC(=O)c1ccc(CSc2nc(=O)n(Cc3ccc(F)cc3)c(=O)[nH]2)cc1	76.8	98.4	100.4	106.0	104.2	81.3	110.9	·	110.4
COc1ccc(C(=O)Nn2c(N)cc3cc(Br)ccc3c2=O)cc1	99.5	100.9	105.2	111.3	104.9	99.1	111.5	99.3	109.1
C=C1c2c(C)nn(-c3ccc(NC(C)=O)cc3)c2N(C)C23CC1C1(C)c4c(C)nn(-c5ccc(NC(C)=O)cc5)c4N(C)C(C)(CC12)C3 (centres undefined)	99.0	63.1	33.3	43.8	13.4	35.6	44.7	43.6	23.6
OCc1c(-c2ccccc2)nc2n1CCS2	122.8	107.3	94.8	109.1	95.0	95.3	·	97.6	113.4
COc1ccc(C(=NN=C(N)N)c2ccc(OC)cc2)cc1	-5.6*	57.7	39.4	47.1	21.5	48.5	·	43.6	21.2
Clc1ccc2c(c1)Nc1ccccc1S2	87.1	95.1	72.2	104.6	58.3	87.9	101.7	92.5	102.9
N#Cc1c(-c2ccccc2)cc(-c2ccccc2)[nH]c1=O	93.8&72.2	100.0&101.0	100.5&101.5	105.8&99.2	102.7&99.0	97.9&95.0	113.2&114.6	97.2&92.1	101.4&97.3
COc1cccc(-c2nc(-c3ccc(NC(=O)C(C)C)cc3)[nH]c2-c2ccnc(Br)c2)c1	10.5	16.0	32.0	51.6	34.0	-42.9*	45.7	44.6	36.4
